# Mac1 fbg inh – inhibitors of CD11b/CD18 adhesion to fibrinogen, primary screen, K562 cells, luminescence | Integrin beta-2 (Homo sapiens) + Integrin alpha-M (Homo sapiens), P05107+P11215 | ATPlite luminescence; Mn2+ added to activate the integrin | inhibition, % at 10 µM | hit rate 0.54% among 93,000 | AID 1497, 2009;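 active = primary inhibition of 50% or more at 10 µM, then 40% or more on retest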; also: some results filed as inactive read as strong as hits
# Target sequence (P05107 whole entry, looked up, other chains not shown): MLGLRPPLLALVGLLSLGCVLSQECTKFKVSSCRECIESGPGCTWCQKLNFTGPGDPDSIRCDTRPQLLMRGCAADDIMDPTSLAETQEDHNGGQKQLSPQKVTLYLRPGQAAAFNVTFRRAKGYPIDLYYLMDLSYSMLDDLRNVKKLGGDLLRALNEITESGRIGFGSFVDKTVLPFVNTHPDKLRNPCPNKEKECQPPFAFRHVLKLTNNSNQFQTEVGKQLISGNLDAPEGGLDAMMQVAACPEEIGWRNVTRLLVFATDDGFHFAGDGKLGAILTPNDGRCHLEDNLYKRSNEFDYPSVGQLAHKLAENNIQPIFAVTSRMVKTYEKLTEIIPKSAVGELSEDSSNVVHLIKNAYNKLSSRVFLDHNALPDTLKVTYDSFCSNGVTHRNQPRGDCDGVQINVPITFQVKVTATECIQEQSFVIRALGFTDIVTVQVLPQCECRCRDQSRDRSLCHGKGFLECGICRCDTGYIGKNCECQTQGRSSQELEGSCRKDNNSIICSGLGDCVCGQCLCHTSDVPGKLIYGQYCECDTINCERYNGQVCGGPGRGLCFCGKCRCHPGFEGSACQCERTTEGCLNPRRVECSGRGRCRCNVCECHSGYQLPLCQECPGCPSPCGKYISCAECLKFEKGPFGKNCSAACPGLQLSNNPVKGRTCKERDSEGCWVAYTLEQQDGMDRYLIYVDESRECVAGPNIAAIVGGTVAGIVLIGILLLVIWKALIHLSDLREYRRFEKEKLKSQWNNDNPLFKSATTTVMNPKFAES
# An asterisk follows results filed as active.
Molecule | Mac1 fbg inh
CCOC(=O)C(=O)NNc1ccc(C)cc1 | -2
COc1ccc(S(=O)(=O)Nc2ccccc2OC)cc1NC(=O)c1cc2ccccc2oc1=O | -10
CCCC(C(=O)O)N1C(=O)/C(=C/c2cccn2C)SC1=S (centres undefined) | 2
O=C(COC(=O)CCCc1nc2ccccc2s1)Nc1ncc(Cl)cc1Cl | -12
O=C(CSc1nnc(-c2ccccc2)n1-c1ccc(Cl)cc1)NC1CCS(=O)(=O)C1 (centres undefined) | -2
O=[N+]([O-])c1cccc(Cl)c1NCCNS(=O)(=O)c1ccc(Cl)cc1 | 1
COc1ccc(NC(=O)Cc2coc3cc(C)c(C(C)C)cc23)cc1S(=O)(=O)N1CCOCC1 | 93
Cc1cccc(CSc2ccc(-c3ccco3)nn2)c1 | 35
NC(N)=Nc1nc(C2COc3ccccc3O2)cs1 (centres undefined) | 38
CS(=O)(=O)c1ccc(C(=O)Nc2cc(S(C)(=O)=O)ccc2Cl)cc1 | 2
CCOC(=O)Cc1csc(/N=C/c2c(O)n(-c3ccccc3C(F)(F)F)c(=O)c3ccccc23)n1 | 2
Cc1cc(Br)ccc1NC(=O)c1ccccc1-c1ccccc1 | -7
COc1ccc(NC(=O)Cn2c(=O)n(-c3ccc(OC)cc3OC)c(=O)c3c(C)c(C)sc32)cc1 | -28
CCOc1ccc2c(c1)sc(N)[n+]2Cc1cc(C)cc2cccnc12 | 41
CCc1ccc(NC(=O)C(=O)c2cn(CC(=O)N3CCCCC3)c3ccccc23)cc1 | 5
O=C(CN1C(=O)COc2ccc(S(=O)(=O)N3CCCC3)cc21)NC1CCCCCCC1 | 14
O=C(COC(=O)c1ccccc1NC(=O)C1CC1)c1ccc2c(c1)OCCO2 | 28
CC1CN(C(=O)COC(=O)[C@@H]2CC(O)CN2S(=O)(=O)c2ccc3c(c2)OCCO3)CC(C)O1 (some centres undefined) | -7
C/C(=N\NC(=O)c1cccc(S(=O)(=O)Nc2cccc(Cl)c2)c1)c1cccs1 | -16
CCOc1ccc(OCC(=O)OCn2c(SC)nnc(C)c2=O)cc1 | -6
O=C(Nc1ccc(Oc2cccnc2)cc1)c1ccccc1Cl | -8
O=C(Nc1cc(C(F)(F)F)ccc1Cl)C(=O)N1CCCCC1 | -14
COc1cc(/C=N/Nc2nc3ccccc3[nH]2)ccc1O | 7
COc1ccc(-c2cn(-c3ccc(OC)cc3)c3[n+]2-c2ccccc2CC3)cc1 | 84*
COc1ccc([N+](=O)[O-])cc1NC(=O)CSc1nncn1-c1ccccc1 | -12
CCC(C)c1ccc(NC(=O)C2CCN(c3ccc(C(F)(F)F)cn3)CC2)cc1 (centres undefined) | 5
CCc1sc(C(=O)Nc2ccc(F)cc2C)cc1C | -2
CSCc1ccc(C(=O)NCc2ccccc2)cc1 | 4
COc1ccc(/C=N/NC(=O)c2nc(-c3ccccc3)n(-c3ccccc3)n2)cc1 | -6
Cc1ccccc1NC(=O)Cn1c(NCC(C)O)nc2ccccc21 (centres undefined) | 1

# Structures shown so far that have a furan ring, fused or not:
Molecule | Mac1 fbg inh
COc1ccc(NC(=O)Cc2coc3cc(C)c(C(C)C)cc23)cc1S(=O)(=O)N1CCOCC1 | 93
Cc1cccc(CSc2ccc(-c3ccco3)nn2)c1 | 35

# (next part)
Molecule | Mac1 fbg inh
Cc1c(N=C(N)/N=C(\N)Nc2ccc(Br)cc2)c(=O)n(-c2ccccc2)n1C | -4
Cc1ccc(CN2CCN(CC(=O)N/N=C/c3c[nH]c4ccccc34)CC2)cc1 | 3
COC(=O)c1cc(OC)c(OC)cc1NCC(=O)Nc1ccc(C)cc1 | -14
COc1ccc(OC)c(Nc2ccc(C(=O)O)cc2[N+](=O)[O-])c1 | -30
COc1ccc(CN(C)CC(=O)Nc2ccc(N3CCOCC3)cc2)cc1OC | -11
COc1ccc(OC)c(NC(=O)CSc2nc3ccccc3c3nc4ccccc4n23)c1 | -1
Cc1ccc(/C=C2\SC(=S)N(C(Cc3ccccc3)C(=O)O)C2=O)cc1 (centres undefined) | 91
CC(=O)N1N=C(c2ccccc2)CC1c1ccccc1[N+](=O)[O-] (centres undefined) | -8
Cc1ccc2[nH]cc(CCNC(=O)c3ccc([N+](=O)[O-])cc3)c2c1 | -26
CCCCNC(=O)/C(C#N)=c1\s/c(=C\c2ccccc2OC(F)F)c(=O)n1CCCOC | 16
CC(Sc1ccc(Cl)cc1)C(=O)Nc1ccccc1-c1ccccc1 (centres undefined) | 42
CCOC(=O)/C(C#N)=C\c1c(OCC)n(CC)c2ccccc12 | 25
CCc1ccc[n+](-c2[nH]c(=O)sc2/C=N/NC([S-])=Nc2ccccc2)c1 | -5
CC(C)c1ccc(NC(=O)COC(=O)[C@H](CCC(N)=O)NC(=O)c2ccc(F)cc2)cc1 | 14
Cc1ccc2[nH]c3c(c2c1)CCCC3C(N)=O (centres undefined) | 7
N#Cc1ccsc1NC(=O)CN1CCN(c2ccc(O)cc2)CC1 | -3
COc1ccc(NS(=O)(=O)c2cccc(NC(=O)CCC(=O)c3ccc(Cl)cc3)c2)cc1 | 96
Cc1ccccc1CS(=O)(=O)c1cn(CC(=O)N2CCC(C)CC2)c2ccccc12 | 34
O=C(CSc1ccc(-c2ccco2)nn1)NCc1ccc(F)cc1 | -10
Cc1ccc(C)c(-n2cc[nH]c2=S)c1 | 5
Cc1cc(C)c[n+](-c2[nH]c(=O)sc2/C=N/NC([S-])=Nc2ccccc2)c1 | -5
O=C(NCC(c1cccs1)N1CCOCC1)c1ccccc1NS(=O)(=O)c1cc([N+](=O)[O-])ccc1Cl (centres undefined) | 85*
COc1ccccc1OCCOC(=O)Nc1ccccc1 | -8
CC(OC(=O)c1cc2c(ccc3ccccc32)oc1=O)c1nc2ccccc2s1 (centres undefined) | 61
Cc1ccc2nc(NC(=O)C3CCN(S(=O)(=O)c4cccc5nsnc45)CC3)sc2c1 | 51
CCCc1nnc(NC(=O)CCC(=O)NC2CCCc3ccccc32)s1 (centres undefined) | 2
O=[N+]([O-])c1cccc(S(=O)(=O)Nc2nc3ccccc3nc2Nc2cccc(S(=O)(=O)N3CCCCC3)c2)c1 | 98*
CC(C)(C)C(=O)Nc1ccccc1C(=O)OCC(=O)c1ccc2c(c1)OCCO2 | 28
COc1cc(CN(C)C(C)C(=O)Nc2ccc([N+](=O)[O-])cc2Cl)ccc1OC(F)F (centres undefined) | 12
O=C(CC(Nc1cccc(Cl)c1Cl)C(=O)OCC(=O)c1cccs1)c1ccccc1 (centres undefined) | -1
O=C(CSc1nccn1-c1ccc(Cl)cc1)N1CCCc2ccccc21 | -3
Cc1cccc(Nc2nc(N)c([N+](=O)[O-])c(N3CCN(C)CC3)n2)c1 | 8
COc1ccc2c(-c3ccccc3)cc(SCC(=O)NC3CCS(=O)(=O)C3)nc2c1 (centres undefined) | -4
Cn1c(N)c(C(=O)c2ccc(Cl)cc2)c(=O)n(C)c1=O | -22
Cc1ccc(NC(=O)c2ccc3c(c2)OCCO3)cc1S(=O)(=O)Nc1cccc(Cl)c1 | 98
CC1Cc2ccccc2N1CC(=O)NC(c1ccccc1)c1ccccc1 (centres undefined) | -2
C=CCn1c(SCC(=O)Nc2cccnc2Cl)nnc1-c1ccc(C(C)(C)C)cc1 | 28
Cc1c2cnn(CC(=O)Nc3cccc(C(F)(F)F)c3)c(=O)c2c(C)n1Cc1ccccc1F | -10
CCN(CC)S(=O)(=O)c1cc(NC(=O)CCCOc2ccc(C(C)=O)cc2)ccc1C | 58
CCOC(=O)c1cnc2c(C)c(C)ccc2c1Nc1ccc(S(=O)(=O)Nc2ncccn2)cc1 | 0
CCOc1ccc(CN(C)CC(=O)NNC(=O)c2ccc(Cl)cc2)cc1OC | 9
O=C(N/N=C/c1ccc(O)cc1)/C(=C/c1ccccc1)CCO | -3
Cc1nn(-c2cccc(Cl)c2)c(Cl)c1/C=N/NC(=O)c1cccs1 | 15
O=C(NCc1cccnc1)/C(=C\c1ccc(-c2ccc(Br)cc2)o1)S(=O)(=O)c1ccccc1 | 28
Cc1ccc(NC(=O)CN(C)C(=O)c2ccc(Cl)c([N+](=O)[O-])c2)cc1 | 44
O=C(Nc1nnc(SCc2ccccc2F)s1)c1ccco1 | 8
COc1cccc(/C=c2\s/c(=C/C(=O)c3ccc(C)cc3)[nH]c2=O)c1OC | 12
COc1ccc2nc(SCc3ccccc3)nc(C)c2c1 | 2
COC(=O)NNC(=O)C1CCC(C(=O)NNC(=O)OC)CC1 (centres undefined) | -1
COc1ccc2nc(NC(=O)CSc3nnc(N)s3)sc2c1 | 5
Cc1ccc(C(=O)c2cc([N+](=O)[O-])ccc2N2CC(C)OC(C)C2)cc1 (centres undefined) | 8
Cc1ccc(C(=O)O/N=C(\N)c2nonc2N)cc1 | 6
O=C(NNC(=S)Nc1ccc(Br)cc1Cl)c1ccncc1 | 7
CCOC(=O)N1CCC(N(CCN(C)C)C(=S)Nc2cccc(C)c2)CC1 | -7
CC1CCCN(S(=O)(=O)c2ccc(C(=O)Nc3ccccc3-c3nc4ccccc4[nH]3)cc2)C1 (centres undefined) | -8
O=C(NCc1ccccc1)c1cccc(COc2ccc3c(c2)CCC3)c1 | 42
Cc1[nH]n(-c2ccccc2)c(=O)c1N=Nc1cccc(S(=O)(=O)N2CCOCC2)c1 | -10
Cc1ccc(NC(=O)c2cc(=O)c3ccccc3o2)c(C)c1 | -1
COc1ccc(CC(=O)Nc2ccc3nc(C)sc3c2)cc1OC | 2
O=C(COC(=O)c1cccc2c1C(=O)c1ccccc1C2=O)NC1CCCCC1 | 3

# New compounds follow.
Molecule | Mac1 fbg inh
Cc1cc(C)c2c(c1)cc(C)c1nnc(SCC(=O)Nc3ccccc3N3CCOCC3)n12 | -4
O=C(/C=C/c1ccccc1)Nc1nnc(SCC(=O)c2ccc3ccccc3c2)s1 | 18
CC1(C(=O)N(Cc2ccccc2)Cc2ccccc2)CC1(Br)Br (centres undefined) | 40
CCOC(=O)c1cc2c(nc1NC(=S)NCc1ccccc1)CCCC2 | -3
CCC(=O)NC(NC(=S)Nc1c(C)n(C)n(-c2ccccc2)c1=O)C(Cl)(Cl)Cl (centres undefined) | 18
Cc1nc2ccc(NC(=O)c3nn(CC(C)C)c(=O)c4ccccc34)cc2s1 | -1
COc1cc(/C=N/Nc2nc3ccccc3s2)ccc1OC(=O)c1ccccc1F | 14
Cc1ccc(NC(=O)/C=C/c2cccc(C(F)(F)F)c2)cc1 | -22
CCOC(=O)c1c(C2CC2)csc1NC(=O)COC(=O)CCS(=O)(=O)c1ccc(C)cc1 | 1
CCOc1ccc(NC(=O)CCSc2ccc3ccccc3n2)cc1 | 19
Cc1ncc(CO)c(/C=N/NC(=O)c2ccccc2Br)c1O | -23
N#CC(C#N)=C1C=CC=CN1/C(=C\c1ccco1)C(=O)c1ccc(-c2ccccc2)cc1 | 20
C=CCN1CN(Cc2ccco2)CNC1=S | -3
COc1ccc(/C=N/OCC(=O)NCc2cccs2)c(OC)c1 | -11
CNC(=S)N/N=C(\C)c1ccc(C(C)(C)C)cc1 | 14
Cc1ccccc1-n1c(SCC(=O)c2c(N)n(C)c(=O)n(C)c2=O)nc2sc3c(c2c1=O)CCCC3 | -4
C/C(Cn1nc([N+](=O)[O-])cc1C)=N\NC(=O)COc1ccc(Cl)cc1Cl | 17
CCSc1nc2sc3c(c2c(=O)[nH]1)CCc1ccccc1-3 | -5
Cc1ccc(-n2c(C)nnc2SCC(=O)N2CCc3ccccc3C2)cc1 | 19
CC(C)Oc1ccc(/C=C(\NC(=O)/C=C/c2ccco2)C(=O)NCCc2nc3ccccc3[nH]2)cc1 | 7
O=C(Oc1c(Cl)cc(Cl)c2cccnc12)c1cccc([N+](=O)[O-])c1 | 21
O=C(Nc1nc2ccccc2s1)c1cc(-c2ccco2)nc2ccccc12 | 12
O=C(CNC(=O)c1ccc(Cl)cc1Cl)OCc1nc2ccccc2s1 | -1
Cc1cccc(C(=O)N[C@H](C(=O)Nc2cc(S(=O)(=O)N3CCCCC3)ccc2C)C(C)C)c1 | -3
COc1ccc(NC(=O)CC2C(=O)N(c3ccc(Cl)cc3)C(=S)N2CCc2ccccn2)cc1 (centres undefined) | 18
Cc1c(C(=O)Nc2ccc(F)cc2)c2ccccn2c1CCc1ccncc1 | 12
Cc1cccc(NC(=O)COC(=O)Cc2cccc(C(F)(F)F)c2)c1C | 14
O=C(OCCN1C(=O)c2cccc3c(N4CCOCC4)ccc(c23)C1=O)c1ccc(Cl)cc1Cl | 66
Nc1nonc1C(=O)NCCNS(=O)(=O)c1ccc(F)cc1 | -16
COCCn1c(-c2ccc(Cl)cc2)cnc1SCC(=O)NCCc1ccc(OC)c(OC)c1 | 53*
CCNC(=O)COc1ccc(C=O)cc1OC | 3
O=C1CN(C(=O)CSc2nc3cc(Cl)ccc3c(=O)n2Cc2ccccc2)c2ccccc2N1 | -12
O=C(/C=C/c1ccccc1)NC1CCSC1=O (centres undefined) | 1
CCOc1ccc(S(=O)(=O)Nc2nc3ccccc3nc2Nc2ccc(N3CCOCC3)cc2)cc1 | 68
COCCCN(C(=S)Nc1ccc(C)cc1Cl)C(C)c1ccncc1 (centres undefined) | 2
c1csc(COc2ccccc2CNC2CCCCC2)c1 | -18
CCOC(=O)c1c(NC(=S)NC)sc2c1CC(C)(C)SC2 | 30
CC(C)(C)N(Cc1ccccc1)C(=O)COC(=O)CCc1c[nH]c2ccccc12 | 20

# Among those listed so far, these contain a tert-butyl group:
Molecule | Mac1 fbg inh
CC(C)(C)C(=O)Nc1ccccc1C(=O)OCC(=O)c1ccc2c(c1)OCCO2 | 28
C=CCn1c(SCC(=O)Nc2cccnc2Cl)nnc1-c1ccc(C(C)(C)C)cc1 | 28
CNC(=S)N/N=C(\C)c1ccc(C(C)(C)C)cc1 | 14
CC(C)(C)N(Cc1ccccc1)C(=O)COC(=O)CCc1c[nH]c2ccccc12 | 20

# Source: PubChem (Sanford-Burnham Center for Chemical Genomics)

# The list is partial. The share of hits here may be higher or lower than overall.
